Screens: PubChem, National Center for Advancing Translational Sciences (NCATS)
HTT aggregate – reduces HttQ103-GFP aggregates in PC12 cells. PC12 HttQ103-GFP aggregates, Acumen cytometry, 40 h. Potency, µM (doses to about 46.1 µM), for the others: top-dose activity change, negative = inhibition, usual class: inhibitors. 220,000 compounds, 1.1% hits. AID 1688; also: potency is read from the fitted curve at half-maximal effect; % is scaled to controls: 0 for no effect and ±100 for the full control effect; nearly all actives have a fitted effect of over 60% in size
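PC12 cells with ecdysone-inducible HTT exon1 Q103-GFP, induced by 100 nM tebufenozide, given compounds in a concentration series. GFP aggregates (1–25 um, 6 SD above background) counted in lysates by laser-scanning cytometry, 488 nm excitation.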
LMNA splice mod – modulators of lamin A splicing; 200,000 compounds, 0.01% hits; Potency, µM (top dose mostly 46.1 µM), for inactives: at the highest dose ratio change, negative = inhibition, usual class: inhibitors; AID 1487; HeLa LMNA splicing GFP/RFP minigene ratio, 48 h; active = well fitted inhibition curve with a large enough effect in the signal ratio, with a control signal flat, not every such curve was filed as active; inconclusive = small, poorly fitted or top-dose-only effect, or effect the other way, or a change in a side signal; the % refers to the signal ratio; also: potency is read from the fitted curve at half-maximal effect; % is scaled to controls: 0 for no effect and ±100 for the full control effect
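S3 HeLa cells stably expressing lamin A-EGFP splicing minigene plus DsRed2, 600 cells/well, 48 h compound exposure at 37C. Laser-scanning cytometry; analysed as GFP (500-530 nm)/RFP (575-640 nm) total intensity ratio; 0.5% DMSO vehicle.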
CBFb-RUNX1 inh – CBF-beta/RUNX1 interaction disruption; Q01196+Q13951; AlphaScreen CBFb-His/RUNX1-biotin binding, biochemical; Potency, µM (top dose mostly 59.8 µM), for inactives: top-dose activity, negative = inhibition, hits mostly inhibitors; 230,000 tested, under 10 active; also: % of control where 0% means no effect
Target sequence (Q01196 whole entry, looked up): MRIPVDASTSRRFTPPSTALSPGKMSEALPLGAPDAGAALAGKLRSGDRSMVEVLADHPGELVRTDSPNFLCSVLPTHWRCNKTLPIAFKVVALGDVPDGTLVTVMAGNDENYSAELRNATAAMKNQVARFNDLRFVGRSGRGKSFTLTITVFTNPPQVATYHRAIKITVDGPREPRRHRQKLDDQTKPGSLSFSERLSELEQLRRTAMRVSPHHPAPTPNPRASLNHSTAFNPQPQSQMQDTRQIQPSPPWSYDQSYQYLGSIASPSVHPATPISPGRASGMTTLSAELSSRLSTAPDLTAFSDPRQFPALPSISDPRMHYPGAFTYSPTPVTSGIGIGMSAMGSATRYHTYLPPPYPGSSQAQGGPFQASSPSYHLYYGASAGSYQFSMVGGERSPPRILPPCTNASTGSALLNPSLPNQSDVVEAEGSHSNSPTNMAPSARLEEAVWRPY
Target sequence (Q13951 whole entry, looked up): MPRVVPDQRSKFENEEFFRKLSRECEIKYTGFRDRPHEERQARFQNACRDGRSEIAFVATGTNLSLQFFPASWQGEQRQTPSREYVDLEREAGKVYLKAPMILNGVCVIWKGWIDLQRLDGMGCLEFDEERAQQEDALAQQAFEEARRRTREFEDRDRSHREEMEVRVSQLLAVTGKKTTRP
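CBF-beta (His) and RUNX1 (biotin), 30 nM each; 20 min preassociation; + compound, 15 min; + beads 50 ng each (Ni, streptavidin), 90 min; RT; AlphaScreen read.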
NPSR antag – blocks cAMP signaling of the human neuropeptide S receptor | Q6W5P4 | CHO-NPSR cells, cAMP TR-FRET, antagonist mode | Potency, µM (top dose mostly 38.3 µM), inactives show top-dose activity change, negative = inhibition, hits mostly inhibitors | 220,000 compounds, 1% hits; also: potency is read from the fitted curve at half-maximal effect; % is scaled to controls: 0 for no effect and ±100 for the full control effect; nearly all actives have a fitted effect of over 50% in size; many of its hits are not listed in these tables
Target sequence (Q6W5P4 whole entry, looked up): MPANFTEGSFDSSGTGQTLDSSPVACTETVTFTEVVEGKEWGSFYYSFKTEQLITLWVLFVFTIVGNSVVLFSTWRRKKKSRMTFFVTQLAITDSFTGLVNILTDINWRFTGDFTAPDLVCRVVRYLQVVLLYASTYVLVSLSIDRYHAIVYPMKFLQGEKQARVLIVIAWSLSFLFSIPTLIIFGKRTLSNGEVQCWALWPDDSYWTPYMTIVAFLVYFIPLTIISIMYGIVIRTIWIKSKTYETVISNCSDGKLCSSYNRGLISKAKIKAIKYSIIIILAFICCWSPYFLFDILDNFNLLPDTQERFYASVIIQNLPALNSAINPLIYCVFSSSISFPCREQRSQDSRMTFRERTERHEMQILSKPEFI
Epigenetic derep – regulators of epigenetic silencing causing reporter derepression in mouse cells; murine LDR cells, GFP reporter derepression, 30 h; Potency, µM (doses to about 53.9 µM), for the others: top-dose GFP activation, usual class: activators; 280,000 compounds, 0.2% hits; also: potency is read from the fitted curve at half-maximal effect; % of control where 0% means no effect; nearly all actives have a fitted effect of over 60% in size
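Reporter derepression read as number of fluorescent GFP-positive objects, 20-120 um in size, counted by laser-scanning cytometer. Mouse LDR line with an epigenetically silenced CMV-GFP locus; compound incubation 30 h, 37 C.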
Luc counter – counter-screen: inhibitors of Kinase-Glo firefly luciferase. 200,000 compounds, 0.28% hits. Q27757. Potency, µM (highest dose often 38.3 µM), for inactives: top-dose activity change, negative = inhibition, usual class: inhibitors. Kinase-Glo luciferase, ATP luminescence, 8 min. AID 1379; also: potency is read from the fitted curve at half-maximal effect; % is scaled to controls: 0 for no effect and ±100 for the full control effect; nearly all actives have a fitted effect of over 60% in size
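Luminescence was the read-out, taken after 8-minute incubation at ambient temperature. Luciferase turned over luciferin with 10 uM ATP in imidazole pH 7.2 buffer containing KCl, MgCl2, Tween 20 and BSA.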
IMPase Li inh – cell-permeable IMPase inhibitors with lithium potentiation | CHO-M1 cells, IP1 TR-FRET (IP-One), carbachol + lithium | 210,000 compounds, 0.35% hits | Potency, µM (highest dose often 59.4 µM), inactives show top-dose activity, negative = IMPase inhibition, most hits filed as inhibitors;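 also: IP1 builds up when IMPase is blocked and the TR-FRET signal falls; potency is read from the fitted curve at half-maximal effect; plate controls were basal vehicle for no effect and high inhibitor control for full effect; nearly all actives have a fitted effect of over 50% in size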
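CHO-M1, 2000 cells/well, 16–30 h culture; cpd + low Li+, 30 min 37C; lysis with d2-IP1/Eu-anti-IP1 Ab, 10 min RT; TR-FRET 665/620 ratio and 620 channel; AC50 via Hill.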
* hit, by the source's call; ? = inconclusive; · = not tested or not shown; & = joins results of further samples; [ ] = another dose, or the depositor's remark. Unless noted, calls follow the shape of the dose curve; as a rule, active = well fitted curve in the direction sought with a large enough effect; inconclusive = small, poorly fitted or top-dose-only effect, or another doubt; inactive = no such curve, though single readings can be large; an effect the other way counts as inactive or inconclusive. These rows are one share of the data; the hit share may differ from the screen's.

SMILES	HTT aggregate	LMNA splice mod	CBFb-RUNX1 inh	NPSR antag	Epigenetic derep	Luc counter	IMPase Li inh
CCC(=O)NS(=O)(=O)c1ccc(N=NN2CCCCC2)cc1	-4%	-8%	-1%	9%	-1.1%	3%	2%
COC(=O)COc1ccc2oc(=O)cc(C)c2c1	-12%	-13%	3%	-5%[46.1 µM]	2.3%	2%	-8%[38.3 µM]
Cc1ccccc1NS(=O)(=O)c1ccc2[nH]c(=O)[nH]c2c1	·	·	2%	14%	1.1%	2%	-4%
Cc1cc(Cl)ccc1N(CC(=O)NCc1ccc2c(c1)OCO2)S(C)(=O)=O	·	?	0%	-4%	-1.1%	1%	7%
CN(C)NC1CCS(=O)(=O)C1 (stereo not drawn)	-1%	-3%	6%	-11%[46.1 µM]	-2.0%	1%	9%
C=CCNC(=O)CSc1nnc(-c2ccccn2)n1Cc1ccccc1	17%[9.22 µM]	·	0%	2%	-5.1%	1%	6%
COc1ccc(CNC(=O)N[C@H](C(=O)O)C(C)C)cc1OC	-25%[9.22 µM]	-14%[46 µM]	2%	11%	4.3%	·	·
CCC(=O)Oc1ccc2c(C)cc(=O)oc2c1C(=O)c1ccccc1	-13%	-15%	4%	1%	0.0%	2%	7%
Cc1ccn2cc(CSc3ccccc3N)nc2c1	12%	6%	-1%	-14%[46.1 µM]	0.0%	-4%	5%[38.3 µM]
O=C(NC1CCCc2ccccc21)c1ccc(Cl)nc1 (stereo not drawn)	-7%[9.22 µM]	-1%	4%	-13%[46.1 µM]	-9.2%	5%	-2%[38.3 µM]
CCOC(=O)CN1C(=O)N[C@@H](CCc2ccccc2)[C@H](C(=O)OC)[C@H]1C	·	17%[9.22 µM]	9%[13.1 µM]	·	·	-10%[7.66 µM]	16%
COc1ccc2oc(C(=O)NN3C(C)CCCC3C)c(C)c2c1 (stereo not drawn)	9%	-11%[46 µM]	13%	3%	-1.1%	2%	7%
COc1ccc(NC(C)=O)cc1NC(=O)c1cccc(C(F)(F)F)c1	2%	·	2%	2%	-2.6%	1%	-1%
O=C(/C=C/c1ccc(Cl)cc1)N(Cc1ccccc1)c1ccccn1	-11%[9.22 µM]	-9%[46 µM]	12%	-48%	-1.8%	0%	25%
COc1cccc(CN2CCNC(=O)C2CC(=O)NCCc2cccc(C)n2)c1OC (stereo not drawn)	7%[9.22 µM]	11%[46 µM]	5%	7%	0.2%	-3%	7%
COc1cccc(C=Nc2cc(C)on2)c1O	-4%	-17%	0%	-12%[46.1 µM]	1.2%	1%	10%[38.3 µM]
CN(Cc1ccccc1)S(=O)(=O)c1ccc(Cl)nc1	-8%	1%	1%	-17%[46.1 µM]	-0.9%	2%	-6%[38.3 µM]
Cc1ccc(C(=O)NCCc2ccc(S(N)(=O)=O)cc2)cc1[N+](=O)[O-]	-16%	·	-4%	12%	-1.2%	-1%	9%
Cc1nn(C)c(C)c1S(=O)(=O)N1CCCC(C(=O)N2CCN(c3ccc(Cl)cc3)CC2)C1 (stereo not drawn)	?	?	2%	-19%[46.1 µM]	-0.1%	-2%	57%[activator][38.3 µM]
O=C(NCCc1ccccc1)c1cnn2c(C(F)F)cc(C3CC3)nc12	8%	?	4%	-20%[46.1 µM]	-2.2%	-9%	16%[38.3 µM]
Ic1ccc(N2CCN(Cc3c[nH]c4ncccc34)CC2)cc1	·	?	9%&4%	-15%[46.1 µM]	5.0%&4.2%	-1%	-7%&14%
O=C(c1ccc(S(=O)(=O)c2ccccc2)cc1)N1CCc2ccccc2C1	-24%	?	8%	-7%	4.6%	1%	26%
Cc1cccc(NC(=O)C2CCN(S(=O)(=O)c3cccc4nsnc34)CC2)n1	-6%	1%	0%	-8%[46.1 µM]	-1.3%	-3%	-3%[38.3 µM]
Cc1ccc(C(=O)NCC(=O)Nc2ccccc2C(F)(F)F)cc1	-8%	-15%	2%	22%	-1.0%	-1%	3%
CC(=O)Nc1cccc(C(=O)/C=C/c2ccc(N(C)C)cc2)c1	0%	?	25%	-15%	9.6%	2%	-14%

Shown with two lines to a compound: entries from further up
Results follow in this order: HTT aggregate | LMNA splice mod | CBFb-RUNX1 inh | NPSR antag | Epigenetic derep | Luc counter | IMPase Li inh
> COc1cccc(CN2CCNC(=O)C2CC(=O)NCCc2cccc(C)n2)c1OC (stereo not drawn)
 : 7%[9.22 µM] | 11%[46 µM] | 5% | 7% | 0.2% | -3% | 7%
> COc1cccc(C=Nc2cc(C)on2)c1O
 : -4% | -17% | 0% | -12%[46.1 µM] | 1.2% | 1% | 10%[38.3 µM]

(continued)
SMILES	HTT aggregate	LMNA splice mod	CBFb-RUNX1 inh	NPSR antag	Epigenetic derep	Luc counter	IMPase Li inh
CCSC1=NCCN1S(=O)(=O)c1ccccc1	6%	·	1%	12%	2.4%	3%	5%
CCCN(Cc1ccccc1)C(=S)Nc1cccc(C)c1C	3%	·	6%	-15%	2.3%	2%	5%
COc1cccc(/C=N/Nc2cc(Cl)nc(C)n2)c1O	5%[9.22 µM]	·	-6%	-29%	-1.1%	-2%	7%
CCOC(=O)c1cc(-c2cccnc2)nn1-c1ccccc1	-6%	?	-4%	-4%	-1.5%	-1%	-6%
COc1nccc(-c2ccc(F)cc2)c1C#N	-18%	19%[9.22 µM]	19%	0%	-2.8%	0%	5%
COc1cc(CN2CCN(c3cccc(C)c3C)CC2)cc([N+](=O)[O-])c1O	6%	?	-13%	-28%	-0.6%	-2%	7%
CCCOc1ccc(/C=N\NC(=O)CCc2n[nH]c(=O)[nH]c2=O)cc1OC	26%	·	-1%	16%	1.8%	0%	5%
CCN1CCN(C(=O)NC2CC(=O)N(c3ccc(OC)cc3)C2)CC1 (stereo not drawn)	15%	·	3%	13%	4.3%	5%	-4%
COc1ccc2[nH]c3c(=O)n(/N=C/[C@H]4C(C)C=C(C)CC4C)c(=O)[nH]c3c2c1 (stereo partly drawn)	-13%	?	-3%	-50%	1.1%	-3%	8%
O=C(c1ccccn1)N(Cc1ccco1)C1(C(=O)NC2CCCC2)CCCCC1	15%	9%	-20%	-10%[46.1 µM]	-2.5%	-1%	35%[activator][38.3 µM]
COc1cc(-c2ccc(NC(=O)c3ccc(C)cc3)c(OC)c2)ccc1NC(=O)c1ccc(C)cc1	12%	2%	3%	-1%[46.1 µM]	2.1%	0%	0%[38.3 µM]
Cc1ncoc1C(=O)N1CCCC(C(=O)c2ccc(Oc3ccccc3)cc2)C1 (stereo not drawn)	5%[9.22 µM]	·	0%	36%	-1.2%	·	21%
COc1ccc(C(=O)N2CCCC(CCC(=O)NCc3ccc(F)c(F)c3)C2)cc1F (stereo not drawn)	-7%[9.22 µM]	?	5%	-10%	1.6%	1%	9%
CC(=O)Oc1ccc(N2C(=O)C3C4C=CC(CO)(O4)C3C2=O)cc1 (stereo not drawn)	?	8%	4%	-12%[46.1 µM]	1.5%	-2%	-4%[38.3 µM]
CC(=O)c1cccc(NC(=S)NC2CC2)c1	-14%	-3%	-5%	-3%[46.1 µM]	2.3%	3%	-4%
NS(=O)(=O)c1ccc(CCNC(=O)Cc2c[nH]c3ccccc23)cc1	-2%	0%	8%	10%	-0.8%	2%	-4%
CCOC(=O)c1cccc(C(=O)OCC)n1	3%	0%	7%	-3%[46.1 µM]	-1.3%	-2%	-8%[38.3 µM]
CN(Cc1ccccc1NS(=O)(=O)c1ccc2ccccc2c1)C1CCCCC1	-20%	-9%[46 µM]	4%	-51%	-0.3%	2%	18%
Cc1ccc2nc(N3CCN(Cc4nnnn4Cc4ccccc4)CC3)c(C#N)cc2c1	4%	-7%	6%	-23%[46.1 µM]	-1.0%	-2%	40%[activator][38.3 µM]
CCOC(=O)C1CCN(c2c(Nc3cc(C)cc(C)c3)c(=O)c2=O)CC1	-8%[9.22 µM]	·	24%	-29%	0.0%	·	·
O=C(Nc1nc(-c2ccccc2Cl)cs1)c1cccnc1	-10%	?	5%	2%[46.1 µM]	0.0%	18%	8%[38.3 µM]
Cc1noc(C)c1C(=O)NNc1cc(Cl)ccc1Cl	10%[9.22 µM]	·	6%	7%[7.67 µM]	0.0%	·	·
Cc1ccc(S(=O)(=O)N(C)CCCC(=O)N2CCN(C=O)CC2)cc1	-16%	-12%	1%	-7%[46.1 µM]	0.0%	2%	4%[38.3 µM]
Cc1cccc(NC(=S)NNC(=O)c2ccccc2Br)c1	-5%	3%	-2%	8%	-1.9%	0%	2%
Cc1ccc(-c2csc3ncn(-n4c(C)ccc4C)c(=O)c23)o1	?	?	13%	-26%[46.1 µM]	?	-1%	20%[38.3 µM]
SMILES	HTT aggregate	LMNA splice mod	CBFb-RUNX1 inh	NPSR antag	Epigenetic derep	Luc counter	IMPase Li inh
COCCCNc1nc2c(-c3cccc(C(F)(F)F)c3)nnn2c2ccccc12	-1%	·	3%	-9%	-4.4%	-5%	?
COc1ccc(N(CC(=O)Nc2nc3ccc(C)cc3s2)S(=O)(=O)c2c(C)nn(C)c2C)cc1	-23%	-18%	-8%	?	-1.0%	0%	23%[38.3 µM]
CC(C)C1(CCNC(=O)c2cccs2)CCOC(C)(C)C1 (stereo not drawn)	-21%[9.22 µM]	·	3%	2%	-4.3%	·	·
Cc1noc(C)c1CSc1nnnn1-c1ccc(Cl)cc1	-32%	?	0%	-24%[46.1 µM]	0.8%	-2%	-5%[38.3 µM]
Cc1oc(-c2ccccc2)cc1C(=O)NC1CCN(Cc2ccccc2)CC1	-1%[9.22 µM]	·	-3%	-12%	0.5%	·	·
Cc1ccc(NC(=O)CCC(=O)NCCO)cc1	-5%	16%	1%	7%[46.1 µM]	-2.4%	-1%	8%[38.3 µM]
COCCNC(=O)C(c1ccccc1)N(Cc1cccs1)C(=O)Cn1nnc2ccccc21 (stereo not drawn)	-2%	1%	-4%	-8%[46.1 µM]	-1.1%	-2%	-6%[38.3 µM]
O=C(N/N=C/c1ccc(OC(=O)c2cccs2)cc1)c1ccc(F)cc1	4%	9%	2%	-6%[46.1 µM]	-0.2%	-3%	-2%[38.3 µM]
CC(C)CSc1nc2ccccc2n1CC(N)=O	-20%	11%	10%	-4%[46.1 µM]	0.9%	-1%	25%[38.3 µM]
CN1CCc2c(C#N)c(N3CCOCC3)nc(NCC3CCCO3)c2C1 (stereo not drawn)	-8%[9.22 µM]	·	-2%	-2%	0.1%	·	·
COc1nc(C#N)nc(N(C)C)n1	-11%	1%	2%	0%[46.1 µM]	-1.1%	-1%	17%[38.3 µM]
COC(=O)c1ccn(Cc2ccccc2Cl)n1	15%	·	-3%	24%	0.0%	·	-4%
COc1ccc(Cn2c(C)nc3c(c(=O)c4ccccc4n3C)c2=O)cc1	10%[9.22 µM]	?	9%	20%	2.2%	·	·
